Compound activity (PubChem)
AHR act – activators of human aryl hydrocarbon receptor | P35869 | AHR-responsive luciferase reporter cells, luminescence | activation, % at 5 µM | actives 2.5% (n = 320,000) | AID 2796; in the data active = activation above about 47%;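 note: 0% = vehicle wells and 100% = reference agonist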
Target sequence (P35869 whole entry, looked up): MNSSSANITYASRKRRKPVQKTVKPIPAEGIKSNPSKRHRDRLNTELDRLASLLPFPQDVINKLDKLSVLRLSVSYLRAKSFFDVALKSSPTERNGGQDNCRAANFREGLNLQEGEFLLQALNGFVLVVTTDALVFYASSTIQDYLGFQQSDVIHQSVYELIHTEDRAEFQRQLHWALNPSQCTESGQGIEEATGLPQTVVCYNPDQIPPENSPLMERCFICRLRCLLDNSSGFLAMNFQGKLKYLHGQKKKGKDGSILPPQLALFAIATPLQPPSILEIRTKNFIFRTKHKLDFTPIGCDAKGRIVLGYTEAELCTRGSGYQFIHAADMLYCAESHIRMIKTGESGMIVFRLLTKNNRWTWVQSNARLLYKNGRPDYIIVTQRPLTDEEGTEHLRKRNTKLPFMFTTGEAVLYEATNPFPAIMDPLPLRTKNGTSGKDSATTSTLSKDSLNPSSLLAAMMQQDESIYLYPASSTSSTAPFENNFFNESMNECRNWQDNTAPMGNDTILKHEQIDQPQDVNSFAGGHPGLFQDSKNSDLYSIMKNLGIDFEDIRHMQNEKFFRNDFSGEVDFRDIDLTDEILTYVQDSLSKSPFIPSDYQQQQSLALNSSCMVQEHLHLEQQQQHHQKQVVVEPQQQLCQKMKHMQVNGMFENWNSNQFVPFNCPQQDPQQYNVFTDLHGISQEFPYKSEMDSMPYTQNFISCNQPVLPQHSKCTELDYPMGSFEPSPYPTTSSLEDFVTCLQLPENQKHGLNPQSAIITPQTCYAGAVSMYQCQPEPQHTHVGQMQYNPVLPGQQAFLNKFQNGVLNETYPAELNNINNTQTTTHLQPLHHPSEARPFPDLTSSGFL
MEP2-GFP yeast – alters MEP2-GFP fluorescence in TOR pathway yeast screen | GFP response vs DMSO, % at 10 µM | S. cerevisiae MEP2-GFP strain, flow cytometry GFP, 3 h; 100% = DMSO control level | actives 0.51% (n = 330,000) | AID 2016;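 active = GFP response versus DMSO above a set limit, roughly screen mean plus 3 SD, cut at about 180% in these data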;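 note: median GFP fluorescence of the barcode-gated MEP2-GFP cells per well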
CIT2 TOR yeast – yeast TOR pathway CIT2-GFP modulation. S. cerevisiae CIT2-GFP strain, flow cytometry, 3 h; 100 means same as DMSO wells. GFP response vs DMSO, % at 10 µM. actives 0.065% (n = 320,000). AID 2029;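 active = GFP response relative to DMSO above a set limit, near the screen mean plus 3 SD, cut at about 150% in these data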;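 note: ratio of well median GFP fluorescence to mean of DMSO wells on the plate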
LAP4 TOR yeast – alters LAP4-GFP fluorescence in TOR pathway yeast screen. S. cerevisiae LAP4-GFP multiplex, flow cytometry GFP, 3 h; median GFP as percent of DMSO wells. GFP response vs DMSO, % at 10 µM. actives 0.34% (n = 320,000);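 active = GFP response vs DMSO above a set limit, about the screen mean plus 3 SD, cut at about 150% in these data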
RPL19A TOR yeast – yeast TOR pathway RPL19A-GFP modulation | percent response vs DMSO, % at 10 µM | actives 0.3% (n = 330,000) | AID 2025 | S. cerevisiae RPL19A-GFP strain, flow cytometry, 3 h; hits give low values;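 active = percent response vs DMSO below 50%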;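 note: median channel GFP fluorescence of the barcoded RPL19A-GFP strain; ratio of sample median GFP to plate DMSO average so 100% = DMSO; lower means less RPL19A-GFP as with rapamycin TOR inhibition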
Yeast superoxide – caloric restriction mimetics inhibiting age-related superoxide in yeast; S. cerevisiae aged cells, superoxide DHE fluorescence; hits give low values; superoxide response (% of plate mean), % at 10 µM; actives 0.18% (n = 330,000); AID 2690;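 active = superoxide response under a set limit, about three screen SD below normal, cut at about 65% in these data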;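 note: yeast aged for seven days with compound at 30 °C before DHE staining; 100% = average MFI of all compound-treated wells on the plate with controls excluded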
AGP1-GFP MLPCN – yeast TOR pathway AGP1-GFP modulation; AID 2066; actives 0.02% (n = 320,000); S. cerevisiae AGP1-GFP multiplex flow cytometry, 3 h; GFP as percent of DMSO wells; GFP response vs DMSO, % at 10 µM;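 active = GFP response relative to DMSO above a set limit, near screen average plus 3 SD, cut at about 150% in these data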;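 note: median GFP channel fluorescence of the gated AGP1 strain per well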
Efflux pump inh – blocks antifungal efflux pumps in multiplex yeast assay; actives 0.44% (n = 330,000); S. cerevisiae Candida pump triplex, Nile Red efflux; inhibition, % at 10 µM; AID 485275;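 active = plate passing quality check with inhibition over a set limit, or well fluorescence over plate mean plus 4 SD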;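 note: Nile Red retained in pooled yeast measured as flow cytometry median fluorescence; 0% = buffer negative control and 100% = Enniatin B positive control; higher means more Nile Red kept so more efflux inhibition; some compounds called inactive have numbers as strong as hits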
* = called active by the depositor; . = not tested or not shown.

SMILES	AHR act	MEP2-GFP yeast	CIT2 TOR yeast	LAP4 TOR yeast	RPL19A TOR yeast	Yeast superoxide	AGP1-GFP MLPCN	Efflux pump inh
O=C(CCCc1c[nH]c2ccccc12)Nc1ccc(S(=O)(=O)Nc2ncccn2)cc1	0	103	98	104	97	98	101	-0.1
O=C(CSc1nc2ccc([N+](=O)[O-])cc2[nH]1)NCCc1ccccc1	4	106	108	108	111	97	105	-0.1
Cc1cccc(N(CC(=O)O)CC(=O)O)c1	1	104	101	102	99	108	103	-0.1
COc1ccc(N2CCN(CC(O)COc3ccc(F)cc3)CC2)cc1 (stereo not drawn)	-1	101	93	95	106	95	96	-0.2
Cc1cc(NC(=O)COC(=O)c2ccccc2Cl)no1	0	94	94	92	96	103	92	0.1
CCOCCn1c(N2CCN(c3ccc(OC)cc3)CC2)nc2c1c(=O)n(C)c(=O)n2C	1	107	112	97	101	91	101	0.1
OC(CNCCC(c1ccccc1)c1ccccc1)COc1ccccc1 (stereo not drawn)	-1	94	90	94	92	101	99	0.0
O=C(CSc1nnc(CNc2ccccc2)o1)N1CCc2ccccc21	6	99	104	106	100	104	104	0.2
CN(C)CCN(Cc1cccs1)S(=O)(=O)c1csc(C(N)=O)c1	1	102	94	87	94	105	91	0.1
NC(=O)c1ccccc1NC(=O)CSc1nc2ccccc2c(=O)[nH]1	24	98	101	97	103	97	100	0.3
CC(C)c1[nH]nc2c1C(C(C)C)C(C#N)=C(N)O2 (stereo not drawn)	22	90	83	.	93	104	88	0.1
O=C(CN1C(=O)NC(c2ccccc2)(c2ccccc2)C1=O)Nc1ccc(N2CCOCC2)cc1	6	108	104	98	100	80	104	-0.1
Cc1c(NC(=O)c2ccc(Br)s2)c(=O)n(-c2ccccc2)n1C	3	111	104	107	92	112	112	0.2
CN(C)c1nc(C(N)=O)nc(N2CCOCC2)n1	-1	101	100	100	101	92	102	0.0
COc1ccccc1NC(=O)CN1CCN(C(=O)c2ccco2)CC1	0	89	93	93	87	105	.	0.1
S=c1[nH]nc(-c2ccco2)n1C1CCCCC1	0	100	96	106	105	96	94	0.0
C=CCn1c(N)c(C(=O)Nc2ccc(C)c(C)c2)c2nc3ccccc3nc21	3	101	92	90	100	99	99	0.1
CSc1nnc(NC(=O)c2nc(S(=O)(=O)Cc3cccc(C)c3)ncc2Cl)s1	1	95	101	108	95	128	101	-0.1
CCOC(=O)CNC(=O)CSc1nnc(-c2ccccc2)n1Cc1ccco1	3	108	103	99	100	85	100	0.0
Cc1ccc(NC(=O)CSc2nnc(C(F)(F)F)n2C)cc1[N+](=O)[O-]	-11	160	78	116	102	103	98	-0.4
NC(=O)N/N=C/c1c(F)c(F)c(F)c(F)c1F	-2	102	97	93	97	110	97	-0.1
Nc1ccc(C(=O)OCC(=O)Nc2cccc(S(=O)(=O)NC3=NCCCCC3)c2)cc1[N+](=O)[O-]	0	102	100	92	98	96	100	0.1
CN1CCN(c2ccccc2/C=N/NC(=O)c2cccnc2)CC1	6	102	97	104	99	96	102	-0.1
CC(C)Oc1cccc(C(=O)N/N=C/c2coc3ccccc3c2=O)c1	.	95	96	82	111	93	81	0.1
C/C(=N\NS(=O)(=O)c1ccccc1)c1ccc2c(c1)OCCO2	8	113	106	95	103	110	102	-0.1
COc1ccccc1N1CCN(CCCCNC(=O)c2ccc3ccccc3c2)CC1	-3	100	80	103	100	104	86	0.0
COC(=O)c1sccc1NC(=O)Nc1ccc(F)cc1	16	103	104	112	98	123	99	0.1
COc1cc(OC)cc(C(=O)NCc2nc(-c3ccccc3)no2)c1	11	107	96	101	92	98	98	0.0
CCOc1cc(N2CCOCC2)c(OCC)cc1NC(=O)c1ccc2ncsc2c1	-1	94	92	93	90	100	94	-0.2
CN1CCC(OC(=O)c2cccc(Cl)c2)CC1	2	100	103	93	100	89	102	0.0
N#Cc1c(N)nc(SCC(=O)NCCc2ccccc2)c(C#N)c1-c1cccs1	0	98	101	99	101	90	103	-0.2
CC1CCCCC1NC(=O)CCS(=O)(=O)c1ccc(Cl)cc1 (stereo not drawn)	0	106	76	100	102	81	77	0.1
O=C(CNC(=O)c1ccc(F)cc1)N/N=C/c1cn[nH]c1-c1ccccc1	41	102	105	88	103	93	99	0.0
COc1ccc(C)cc1S(=O)(=O)N(C)CC(=O)NC1CCCCCC1	2	99	106	96	95	91	104	-0.1
CCCN(CCC)CCCNC(=O)C1CCN(S(=O)(=O)c2cccc3nsnc23)CC1	0	104	95	102	102	103	103	0.1
Cc1cc2cc(CN3C(=O)c4ccccc4C3=O)ccc2n1C	4	100	104	88	104	88	99	-0.1
COc1ccc(CNC(=O)CCS(=O)(=O)Cc2cccc(Cl)c2)c(OC)c1	1	98	110	118	102	107	108	-0.1
COc1ccccc1CNC(=O)CNC(=O)c1ccc(Br)o1	16	100	95	100	103	124	105	0.6
CCOc1ccc(-c2cc(CCCC(=O)NCCc3ccc(OC)c(OC)c3OC)no2)cc1	-8	92	103	104	101	104	100	0.4
NC(=O)c1nc(N2CCOCC2)nc(N2CCOCC2)n1	-1	95	96	98	104	102	102	0.0

13 compounds from above, ordered by count of non-hydrogen atoms, largest number first:
SMILES	AHR act	MEP2-GFP yeast	CIT2 TOR yeast	LAP4 TOR yeast	RPL19A TOR yeast	Yeast superoxide	AGP1-GFP MLPCN	Efflux pump inh
Nc1ccc(C(=O)OCC(=O)Nc2cccc(S(=O)(=O)NC3=NCCCCC3)c2)cc1[N+](=O)[O-]	0	102	100	92	98	96	100	0.1
COc1ccccc1N1CCN(CCCCNC(=O)c2ccc3ccccc3c2)CC1	-3	100	80	103	100	104	86	0.0
CCOc1cc(N2CCOCC2)c(OCC)cc1NC(=O)c1ccc2ncsc2c1	-1	94	92	93	90	100	94	-0.2
N#Cc1c(N)nc(SCC(=O)NCCc2ccccc2)c(C#N)c1-c1cccs1	0	98	101	99	101	90	103	-0.2
COc1ccc(CNC(=O)CCS(=O)(=O)Cc2cccc(Cl)c2)c(OC)c1	1	98	110	118	102	107	108	-0.1
CC(C)Oc1cccc(C(=O)N/N=C/c2coc3ccccc3c2=O)c1	.	95	96	82	111	93	81	0.1
COc1ccc(C)cc1S(=O)(=O)N(C)CC(=O)NC1CCCCCC1	2	99	106	96	95	91	104	-0.1
CN1CCN(c2ccccc2/C=N/NC(=O)c2cccnc2)CC1	6	102	97	104	99	96	102	-0.1
C/C(=N\NS(=O)(=O)c1ccccc1)c1ccc2c(c1)OCCO2	8	113	106	95	103	110	102	-0.1
COc1ccccc1CNC(=O)CNC(=O)c1ccc(Br)o1	16	100	95	100	103	124	105	0.6
NC(=O)c1nc(N2CCOCC2)nc(N2CCOCC2)n1	-1	95	96	98	104	102	102	0.0
COC(=O)c1sccc1NC(=O)Nc1ccc(F)cc1	16	103	104	112	98	123	99	0.1
NC(=O)N/N=C/c1c(F)c(F)c(F)c(F)c1F	-2	102	97	93	97	110	97	-0.1

Additional results.
SMILES	AHR act	MEP2-GFP yeast	CIT2 TOR yeast	LAP4 TOR yeast	RPL19A TOR yeast	Yeast superoxide	AGP1-GFP MLPCN	Efflux pump inh
Cc1ccc(C(=O)COC(=O)c2ccccc2NC(=O)c2ccccc2)cc1[N+](=O)[O-]	1	98	99	93	103	106	98	-0.2
O=C(CSc1nnnn1-c1ccc(F)cc1)Nc1ccc(N2CCOCC2)c(Cl)c1	-3	103	97	113	97	117	97	0.0
CC(C)(C)NC(=O)CN1C(=O)NC(c2ccccc2)(c2ccccc2)C1=O	3	93	101	94	96	106	101	0.1
COC(=O)c1ccc(C(=O)OC)c(-n2c(=O)c3ccccc3c3ccccc3c2=O)c1	1	94	108	93	94	106	98	0.2
CC(C)(C)c1ccc(C(=O)CC(Sc2ccc(Cl)cc2)C(=O)O)cc1 (stereo not drawn)	-2	96	57	251*	89	103	95	-0.1
CCOc1ccc(-c2nc(CSCC(=O)N3CCN(C(=O)c4ccco4)CC3)c(C)o2)cc1	4	109	102	103	99	93	103	0.2
O=C(O)/C=C/C(=O)NNC(=O)c1cccc(Br)c1	9	93	101	87	100	103	97	-0.2
COc1ccccc1NC(=O)c1ccc(NS(=O)(=O)c2ccc(F)c(Cl)c2)cc1	7	88	86	109	93	84	96	0.1
CC(=O)n1c(C=Nc2ccccc2)c(O)c2ccccc21	26	92	88	94	95	94	82	0.1
Cc1cc(C)c(NC(=O)OCCN2CCOCC2)c(C)c1	1	109	107	106	107	103	109	0.3
COc1ccc(OC)c(NS(=O)(=O)c2ccc(N3CCCC3=O)cc2)c1	19	104	103	99	104	100	103	-0.1
CCc1ccccc1NC(=S)N(CCN1CCCCC1)Cc1ccco1	1	102	108	97	100	96	101	0.1
CCOC(=O)C1CCCN(CC(O)COC(c2ccccc2)c2ccccc2)C1 (stereo not drawn)	0	110	99	91	103	98	100	0.1
O=C(COC(=O)c1ccccn1)c1cccc(Br)c1	5	101	91	108	107	88	95	1.0
CC(C)(C)c1csc(NC(=O)Cn2cnc3ccccc3c2=O)n1	6	94	95	96	96	131	101	0.1
CCn1ccnc1CN(C)Cc1nc(CCC(C)C)no1	2	90	93	93	92	96	92	-0.1
Clc1ccc(CN2CCC(c3nc4ccc(Cl)cc4[nH]3)CC2)cc1	3	99	102	104	99	85	104	-0.1
CCOC(=O)c1ccc(N/C=C/C(=O)c2ccc(OC)c(OC)c2)cc1	1	101	99	99	97	100	92	0.0
CCOc1ccc(CNn2nnnc2N)cc1	6	102	98	100	103	80	106	0.1
CCn1c(=O)c(=O)n(CC)c2cc(S(=O)(=O)Nc3cc(C)ccc3C)ccc21	1	107	103	100	101	88	103	0.0
Fc1cccc(CNC2CCN(CCc3ccccc3)CC2)c1	.	100	101	101	105	104	107	0.0
Cc1ccccc1NC(=O)CSc1nc2scc(C)c2c(=O)[nH]1	0	97	108	92	100	92	95	0.0
CC(NS(=O)(=O)c1ccc(Cl)cc1)C(c1cccs1)N1CCN(C)CC1 (stereo not drawn)	-2	90	91	91	94	104	90	-0.4
CNC(=S)NNC(=O)c1cccn(Cc2ccc(Cl)cc2Cl)c1=O	2	98	90	99	94	94	93	0.1
Cc1cc(C(=O)NN=C2CC(=O)CC(C)(C)C2)c(C)o1	0	104	95	101	97	102	101	0.2
N#Cc1c(-c2ccccc2)cc(-c2ccccc2)nc1SCc1nnc(-c2ccccc2)o1	-2	104	110	99	98	93	105	0.0
CC1CN(C(c2cccs2)c2sc3ncnn3c2O)CC(C)O1 (stereo not drawn)	-2	105	98	121	104	105	92	-0.2
Cc1ccccc1NC(=O)c1cccc(N2C(=O)C3CCC(C)CC3C2=O)c1 (stereo not drawn)	-2	97	90	95	99	98	98	0.0
CCC(=O)N1CCN(c2ccc(NC(=S)NC(=O)c3cccc([N+](=O)[O-])c3)cc2)CC1	-3	95	88	95	88	91	.	0.2

Whole records, quoted from the list:
Profile of COc1ccc(OC)c(NS(=O)(=O)c2ccc(N3CCCC3=O)cc2)c1 : AHR act: 19; MEP2-GFP yeast: 104; CIT2 TOR yeast: 103; LAP4 TOR yeast: 99; RPL19A TOR yeast: 104; Yeast superoxide: 100; AGP1-GFP MLPCN: 103; Efflux pump inh: -0.1
Profile of COc1ccc(N2CCN(CC(O)COc3ccc(F)cc3)CC2)cc1 (stereo not drawn) : AHR act: -1; MEP2-GFP yeast: 101; CIT2 TOR yeast: 93; LAP4 TOR yeast: 95; RPL19A TOR yeast: 106; Yeast superoxide: 95; AGP1-GFP MLPCN: 96; Efflux pump inh: -0.2
